# High-throughput results (PubChem)
# pAkt inh: blocks phosphorylation of Akt | 0.32% of 360,000 active | activity change, % for hits at 50 µM | Neuro2A IGF-stimulated pAkt S473 HTRF, 20 min; hits give low values; in the data active = activity change below about -80%; inconclusive = mostly about -51% to -80%; also: % is scaled to controls: 0 for no effect and ±100 for the full control effect
#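 Neuro2A cells in DMEM with 0.5% FBS, overnight at 37 deg C, given compound at single 50 µM final, then IGF (6 nM final) for 20 min at 37 deg C. Lysed; phospho-Akt Ser473 by HTRF after 24 h, 665/615 ratio.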
# Nrf2 ARE act: activators of Nrf2 (ARE) signaling; 0.31% of 410,000 active; AREc32 ARE-luciferase reporter (MCF7-derived line), luminescence, 24 h; Potency, µM (highest dose often 46.1 µM), for the others: at the top dose activation, usual class: activators; also: potency is read from the fitted curve at half-maximal effect; % of control where 0% means no effect; nearly all actives have a fitted effect of over 65% in size
#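 Luciferase luminescence (Steady-Glo, 30 min at room temperature) served as the read-out of ARE activation in AREc32 cells treated with compounds for 24 hr at 37 deg C.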
# MmCpn inh: M. maripaludis TRiC chaperonin inhibition; purified Mm-Cpn ATPase, ADP Transcreener TR-FRET; Potency, µM (doses to about 76.9 µM), inactives show at the highest dose activity, negative = inhibition, actives largely listed as inhibitors; 0.031% of 330,000 active; AID 504842; also: potency is read from the fitted curve at half-maximal effect; % is scaled to controls: 0 for no effect and ±100 for the full control effect; nearly all actives have a fitted effect of over 80% in size
#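 ATPase read-out: TR-FRET ADP immunoassay (anti-ADP Eu cryptate vs ADP-d2), ex 320 nm, em 590/665 nm; signal drops as ADP forms. Enzyme 25 nM, ATP 10 uM, 30 min at 37°C after 10 min compound preincubation.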
# TGFb SMAD3 inh: TGF-b pathway inhibition | HepG2 CAGA-GFP TGF-b/SMAD3 reporter, GFP fluorescence, 18 h; TGF-beta stimulated, 500 pg/mL final | Potency, µM (series often up to 46.1 µM), for the others: top-dose activity, negative = inhibition, usual class: inhibitors | 1.2% of 410,000 active | AID 588855; also: potency is read from the fitted curve at half-maximal effect; % is scaled to controls: 0 for no effect and ±100 for the full control effect; nearly all actives have a fitted effect of over 65% in size
#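 Smad-responsive CAGA-GFP expression was quantified in HEPG2 cells exposed to compounds and 500 pg/mL final TGF-beta for 18 h at 37 degrees C; unstimulated wells defined full inhibition.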
# HepG2 viability: kills HepG2 cells in TGF-b inhibitor counter-screen; HepG2 CAGA-GFP viability, ATP luminescence, 18 h; Potency, µM (top dose mostly 46.1 µM), for the others: at the top dose activity change, negative = cytotoxicity, hits mostly cytotoxic; 0.76% of 410,000 active; AID 588856; also: potency is read from the fitted curve at half-maximal effect; some results filed as inactive show a strong effect at the top dose
#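 HepG2 CAGA-GFP cells (1000/well, DMEM with 1% FBS) received compound, then TGF-beta at 500 pg/mL final, and were incubated 18 hours at 37 degrees C. Viability was read by CellTiter-Glo luminescence. Media-only wells were set as complete cell-killing and DMSO as no toxicity.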
# Nrf2 inh: Nrf2 pathway inhibition; A549 ARE-Fluc reporter, luciferase luminescence, 18-24 h; Potency, µM (doses to about 46 µM), inactives show at the highest dose activity change, negative = inhibition, most hits filed as inhibitors; 2.1% of 360,000 active; AID 504444; also: potency is read from the fitted curve at half-maximal effect; % is scaled to controls: 0 for no effect and ±100 for the full control effect; nearly all actives have a fitted effect of over 60% in size
#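 A549 ARE_Fluc cells (5000/well, 5% FBS OPTI-MEM) pre-incubated 2 h, then treated with compounds 18-24 h at 37C/5% CO2 in concentration-response. CellTiter-Fluor viability read first; BugLite luciferase luminescence after 15 min at room temperature gives Nrf2 activity.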
# A549 viability: kills or reduces viability of A549 cells in Nrf2 counter-screen. Potency, µM (doses to about 46 µM), without a hit: at the top dose activity change, negative = cytotoxicity, most hits filed as inhibitors. 0.16% of 390,000 active. A549 ARE-Fluc cells, CellTiter-Fluor viability, 18-24 h; also: potency is read from the fitted curve at half-maximal effect; % is scaled to controls: 0 for no effect and ±100 for the full control effect
#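 Cytotoxicity counterscreen: CellTiter-Fluor fluorescence was measured in A549 ARE_Fluc cells after 18-24 h of compound exposure in a concentration series. The subsequent BugLite luminescent read reports ARE-luciferase activity.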
# Abeta rescue: restores growth of yeast expressing A-beta42 peptide | Potency, µM (series often up to 46.1 µM), inactives show at the top dose growth rescue, actives largely listed as activators | yeast expressing A-beta42, growth rescue, OD600, 48 h; response scale: 0% DMSO, 100% iron-clioquinol control | 0.063% of 410,000 active; also: potency is read from the fitted curve at half-maximal effect; nearly all actives have a fitted effect of over 55% in size
#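 Yeast A-beta toxicity model in growth medium with pinned compounds, 48 h at 30 C; growth read as absorbance at 600 nm. Normalized to FeCl3/clioquinol equimolar mix (positive) and DMSO (negative).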
# CCT chaperon mod: modulators of cytosolic chaperonin (CCT/TRiC) activity | 0.3% of 360,000 active | activity change, % (test concentration not listed), hits read low | purified chaperonin ATPase assay, HTRF ADP detection, 30 min; in the data active = activity change below about -30%; also: % is scaled to controls: 0 for no effect and ±100 for the full control effect
#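 Enzyme 40 or 20 nM (batch-dependent) in Tris pH 7.4/KCl/MgCl2/DTT; cpd 76 uM single point; ATP 10 uM; 30 min 37 °C; Transcreener ADP HTRF detection, 30 min RT; ratio 665/615.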
# Numbers without * were called inactive; i = inactive; ? = inconclusive; . = not tested or not shown. Unless noted, calls follow the shape of the dose curve; as a rule, active = well fitted curve in the direction sought with a large enough effect; inconclusive = small, poorly fitted or top-dose-only effect, or another doubt; inactive = no such curve, though single readings can be large; an effect the other way counts as inactive or inconclusive.
no. | SMILES | pAkt inh | Nrf2 ARE act | MmCpn inh | TGFb SMAD3 inh | HepG2 viability
1 | O=C(CN1C(=O)/C(=C\c2ccco2)SC1=S)Nc1ccc(O)cc1C(=O)O | . | 0.0% | -2% | 6% | 11%
2 | O=C(c1ccc(=O)oc1)N1CCOCC1 | i | -0.2% | -1% | -14% | -12%
3 | O=C1CCC(C(=O)OCC(=O)Nc2ccccc2Br)=NN1 | i | 0.0% | . | -4% | 1%
4 | O=S(=O)(c1ccc(Br)c2ccccc12)N1CCOCC1 | i | -0.7% | -10% | -1% | -2%
5 | CC1CN(S(=O)(=O)c2ccc(C(=O)Nc3nnc(-c4ccc5c(c4)CCCC5)o3)cc2)CC(C)O1 (stereo unspecified) | i | 0.2% | 0% | ? | -4%
6 | Cc1cc(O)c(C(C)C)cc1NC1=NS(=O)(=O)c2ccccc21 | i | -0.5% | 3% | 7% | -16%
7 | Cc1ccc(C(C)C)c(OCC(=O)Nc2cccc(NC(=O)c3ccco3)c2)c1 | . | -2.9% | . | ? | -35%
8 | Cc1cc(C)nc(-n2ncc3c2CC(c2ccc(C(C)C)cc2)CC3=O)n1 (stereo unspecified) | i | -0.6% | -1% | -3% | 3%
9 | C[n+]1cccc2ccc3c(c21)OC(N)=C(C#N)C3c1ccccc1 (stereo unspecified) | i | 2.3% | 2% | 7% | -12%
10 | CCNC(=O)CCC(=O)Nc1cc(Cl)ccc1C | i | -1.2% | 1% | 2% | -1%

no. | Nrf2 inh | A549 viability | Abeta rescue | CCT chaperon mod
1 | 1% | 2% | 3% | -7.3
2 | 4% | 5% | -4% | -1.2
3 | . | . | 9% | -1.3
4 | -13% | 7% | 15% | -2.4
5 | -27% | 1% | -8% | -5.3
6 | -12% | 0% | -7% | -4.0
7 | -12% | 4% | -5% | .
8 | ? | -12% | 0% | -2.8
9 | 8% | 0% | 5% | 2.0
10 | 1% | 3% | 14% | -0.3

no. | SMILES | pAkt inh | Nrf2 ARE act | MmCpn inh | TGFb SMAD3 inh | HepG2 viability
11 | Cc1ccc(S(=O)(=O)NCC(=O)OCC(=O)Nc2cccc(S(=O)(=O)N3CCOCC3)c2)cc1 | i | -0.5% | 2% | -1% | 0%
12 | CC(C)NC(=O)N(C)C[C@H]1OCCCC[C@@H](C)Oc2ccc(N(C)C)cc2C(=O)N([C@H](C)CO)C[C@@H]1C | i | -0.4% | . | -16% | 3%
13 | CCc1cc2c(=O)c(-c3nc4ccccc4n3C)coc2c(CN2CCOCC2)c1O | i | -0.6% | -5% | -3% | -1%
14 | COc1cccc(C(=O)CC(=O)C(=O)Nc2ccc([N+](=O)[O-])cc2C)c1 | i | 0.6% | 0% | -6% | 0%
15 | CCN(CC)C(=O)N1CCN(c2c([N+](=O)[O-])c(=O)oc3ccccc23)CC1 | i | -0.7% | 0% | -13% | 1%
16 | Cc1ccc(-n2nc3c(=O)n(CCCC(=O)N4CCC(C)CC4)nc(C)c3c2C)cc1 | i | 4.4% | -1% | -26% | -20%
17 | Cc1ccc(CNC(=O)C23CN(Cc4ccccc4)CC2C(c2cccc([N+](=O)[O-])c2)=NO3)cc1 (stereo unspecified) | i | 11% | 2% | -14% | -29%
18 | Cc1cccnc1CCNC(=O)CCc1nnc(CCc2ccccc2)o1 | i | -0.7% | -1% | -9% | 4%
19 | CC(C)c1ccc(/C=C/C(=O)N2CCOCC2)cc1 | i | 3.7% | 0% | -13% | 6%
20 | O=C1CCCCc2sc(Br)c([N+](=O)[O-])c2N1 | i | ? | 3% | -26% | 1%

no. | Nrf2 inh | A549 viability | Abeta rescue | CCT chaperon mod
11 | 3% | 1% | -8% | 0.1
12 | . | . | -21% | -1.9
13 | 2% | -6% | 3% | -2.4
14 | -2% | -6% | ? | -1.7
15 | 3% | -6% | -14% | -4.4
16 | -5% | 18% | -9% | 0.0
17 | -13% | -4% | 3% | -0.2
18 | -2% | -1% | 2% | -0.9
19 | ? | -1% | 23% | -3.2
20 | 9% | 6% | -10% | -1.5

no. | SMILES | pAkt inh | Nrf2 ARE act | MmCpn inh | TGFb SMAD3 inh | HepG2 viability
21 | CCCCOc1cccc(C(=O)NC(=S)Nc2cccc(NC(=O)c3ccccc3Cl)c2)c1 | i | 0.3% | 1% | 0% | -31%
22 | O=C(N/N=C/C=C/c1ccccc1)C1CC1c1ccccc1 (stereo unspecified) | i | -0.2% | -2% | -1% | -3%
23 | CSc1nsc(SCc2ccc(F)cc2)n1 | i | 6.9% | 2% | 15% | -8%
24 | C=CCNC(=O)c1onc(CSc2ccc(C(C)C)cc2)c1C(=O)O | i | 0.4% | -8% | -18% | -29%
25 | COc1cc(OC)c(C2=NOC(C(=O)NCc3cccnc3)C2)cc1Cl (stereo unspecified) | i | 4.0% | 2% | 3% | -13%
26 | COc1ccc2[nH]cc(CCNC(=O)Nc3cccc(F)c3)c2c1 | . | -0.1% | . | -22% | -18%
27 | Cc1nc2nc(NC(=O)CC(C)C)[nH]n2c(=O)c1Cc1ccccc1 | . | -0.6% | . | 15% | -19%
28 | CCCCc1noc(-c2c(-c3ccccc3Cl)noc2C)n1 | i | 0.2% | -2% | -6% | -5%
29 | Cc1cccc(OCC(=O)N(Cc2ccc(F)cc2)C2CCS(=O)(=O)C2)c1C (stereo unspecified) | i | -0.3% | 0% | -3% | -4%
30 | O=C1NC(c2ccc(Cl)cc2)Oc2ccccc21 (stereo unspecified) | i | 0.7% | -1% | 14% | 4%

no. | Nrf2 inh | A549 viability | Abeta rescue | CCT chaperon mod
21 | -17% | 1% | 8% | -0.8
22 | ? | -14% | 16% | 2.6
23 | . | 12% | -6% | 1.6
24 | ? | -2% | -3% | -3.3
25 | -22% | -3% | 6% | -0.4
26 | -22% | 2% | 17% | .
27 | 15% | -2% | -21% | .
28 | -25% | 10% | 0% | 1.1
29 | -26% | 3% | 6% | 1.1
30 | -27% | 1% | -26% | 0.4

# Arranged by value in MmCpn inh (lowest first): some entries from above
item	mol	pAkt inh	Nrf2 ARE act	MmCpn inh	TGFb SMAD3 inh	CCT chaperon mod
30	O=C1NC(c2ccc(Cl)cc2)Oc2ccccc21 (stereo unspecified)	i	0.7%	-1%	14%	0.4
14	COc1cccc(C(=O)CC(=O)C(=O)Nc2ccc([N+](=O)[O-])cc2C)c1	i	0.6%	0%	-6%	-1.7
21	CCCCOc1cccc(C(=O)NC(=S)Nc2cccc(NC(=O)c3ccccc3Cl)c2)c1	i	0.3%	1%	0%	-0.8
23	CSc1nsc(SCc2ccc(F)cc2)n1	i	6.9%	2%	15%	1.6

# Structural class: those above containing two or more sulfur atoms
no. | SMILES | pAkt inh | Nrf2 ARE act | MmCpn inh | TGFb SMAD3 inh | HepG2 viability
1 | O=C(CN1C(=O)/C(=C\c2ccco2)SC1=S)Nc1ccc(O)cc1C(=O)O | . | 0.0% | -2% | 6% | 11%
11 | Cc1ccc(S(=O)(=O)NCC(=O)OCC(=O)Nc2cccc(S(=O)(=O)N3CCOCC3)c2)cc1 | i | -0.5% | 2% | -1% | 0%
23 | CSc1nsc(SCc2ccc(F)cc2)n1 | i | 6.9% | 2% | 15% | -8%

no. | Nrf2 inh | A549 viability | Abeta rescue | CCT chaperon mod
1 | 1% | 2% | 3% | -7.3
11 | 3% | 1% | -8% | 0.1
23 | . | 12% | -6% | 1.6

# (cont.)
no. | SMILES | pAkt inh | Nrf2 ARE act | MmCpn inh | TGFb SMAD3 inh | HepG2 viability
31 | COc1cc2oc(=O)cc(CN(Cc3ccccc3)Cc3ccccc3)c2cc1Cl | i | 0.9% | . | -9% | -31%
32 | Cn1cc(/C=N/NC(=O)c2ccccc2O)c2ccccc21 | i | 8.0% | -3% | 29% | -10%
33 | O=C(NC1CCCCC1)c1cc(Nc2cccc(C(F)(F)F)c2)nc2ccccc12 | . | 1.3% | . | 2% | -5%
34 | CC(=O)Nc1ccc(S(=O)(=O)NC2=C(N3CCN(C)CC3)C(=O)c3ccccc3C2=O)cc1 | i | -1.5% | -4% | ? | -61%
35 | Cc1nc2ccccc2c2nc(NC(=O)C(F)(F)F)nn12 | i | 0.3% | -4% | ? | -26%
36 | COc1ccc(N/N=C(/C)c2cnnc(-c3ccccc3)n2)cc1 | i | 0.4% | -1% | 3% | -4%
37 | Cc1cccc(N(C(=O)Cn2nnc(-c3ccc(C)o3)n2)C(C(=O)NC2CCCC2)c2ccncc2)c1 (stereo unspecified) | i | 0.0% | 0% | ? | 14%
38 | C=C(C)CSc1nc2sc3c(c2c(=O)n1-c1ccc(C)cc1)CCN(C)C3 | i | 3.6% | ? | -23% | -29%
39 | O=C(NCC(c1ccco1)N1CCc2ccccc2C1)c1ccc(F)cc1 (stereo unspecified) | i | -0.8% | -2% | 0% | -3%
40 | Cc1ccccc1N(Cc1ccccc1F)S(C)(=O)=O | . | -1.0% | -2% | -5% | -6%
41 | CN(C)C(CNC(=O)CCNC(=O)c1ccc(Br)cc1)c1ccco1 (stereo unspecified) | i | 3.6% | -2% | -6% | 14%
42 | CCC(CC)C(=O)N1CC(=O)Nc2ccc(C)cc2C1c1ccccc1 (stereo unspecified) | i | 0.1% | 3% | -12% | -11%

no. | Nrf2 inh | A549 viability | Abeta rescue | CCT chaperon mod
31 | . | . | -13% | -2.6
32 | ? | 0% | 7% | -3.9
33 | . | 17% | -4% | .
34 | 18% | 2% | . | 0.3
35 | 14% | -11% | -9% | -3.9
36 | 15% | -3% | 5% | -2.1
37 | 1% | 1% | -1% | -0.3
38 | -13% | -7% | -28% | 2.0
39 | -7% | -9% | 11% | -2.2
40 | . | 10% | 2% | -1.5
41 | 2% | 2% | 11% | 0.7
42 | -13% | -2% | 18% | -0.6
